# ssDAF-12 act – activators of S. stercoralis DAF-12 nuclear receptor; activation, % at 6.8 µM; HEK293 ssDAF-12/GRIP1 lit1-tk-luc reporter, luminescence; % of 3 µM dafachronic acid response; actives 1% (n = 370,000); AID 652126;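 active = activation above the mean over all tested compounds plus 3 SD, cut at about 0.9% in these data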;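 also: 0% = DMSO-only wells and 100% = 3 µM delta7-dafachronic acid wells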
# NPR2 activator – GC-B (human) receptor activation; actives 0.11% (n = 370,000); HEK293-GC-B cells, CNP EC30, cGMP TR-FRET; 0% at EC30 CNP, 100% saturating CNP; P20594; activation, % at 10 µM;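 active = activation at 10 µM reaching about 35% in either raw or pattern-adjusted values, limit read from the data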
# proKLK7 act – activates the human kallikrein-7 zymogen. P49862. actives 0.9% (n = 370,000). purified proKLK7, EDANS-DABCYL substrate fluorescence; 100% is mature enzyme control, 0% vehicle. activation, % at 7 µM;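 active = activation above the mean of all tested compounds plus 3 SD, computed per campaign excluding outliers beyond control limits, cut at about 13% in these data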
# HGIII-sPLA2 inh – Inhibits HGIII-sPLA2 liposome hydrolysis, primary screen | QFRET BODIPY PC-A2 liposome hydrolysis, fluorescence | inhibition, % at 12.2 µM | actives 0.56% (n = 370,000) | AID 743126;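 active = inhibition above mean plus 3 SD of compounds lying within the high and low control bounds, cut at about 19% in these data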;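 also: 0% = median of test compound wells and 100% = no enzyme DMSO wells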
# DAX1 inh-1 – inhibitors of DAX1 repression of SF-1 activated StAR promoter. HEK293T StAR-luciferase reporter, SF-1/DAX-1 repression relief. inhibition, % at 6.8 µM. actives 1.1% (n = 370,000). AID 652010;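 active = inhibition above the mean over all tested compounds plus 3 SD, cut at about 3.6% in these data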;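 also: 0% = DAX-1 cells with DMSO and 100% = cells lacking DAX-1 with DMSO; higher inhibition means more luminescence from relief of DAX-1 repression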
# DAX1 inh-2 – NR0B1 (DAX1) inhibition; AID 504766; P51843; HEK293 Gal4-DAX1 luciferase reporter, luminescence; inhibition, % at 6.75 µM; actives 0.99% (n = 340,000);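 active = inhibition above the mean over all tested compounds plus 3 SD, cut at about 4.2% in these data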;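 also: 0% = DAX1-transfected cells with DMSO and 100% = empty-vector control cells with DMSO; inhibition shows as a rise in luminescence from relieved DAX1 repression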
# hgDAF12 agonist – hgDAF-12 agonism, primary luciferase screen. HEK293 GAL4-hgDAF12 UAS-luciferase reporter, agonist luminescence; normalized to butyrate control. activation, % at 6.8 µM. actives 1.8% (n = 370,000). AID 687014;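 active = activation above a cutoff set at the mean of all screened compounds plus 3 SD, cut at about 10% in these data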;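 also: 0% = DMSO wells and 100% = sodium butyrate wells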
# SMARCA2 activ – SMARCA2 function activation, primary screen; MG213 cells, MMTV-luciferase reporter, dexamethasone, overnight; activation, % at 9.1 µM; actives 1% (n = 370,000); in the data active = activation above about 7.8%;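 also: 0% = vehicle wells and 100% = reference activator wells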
# FXN GAA850 act – activators of GAA850 frataxin (FXN) promoter; HEK293 lucGAA850 FXN promoter luciferase reporter, 24 h; percent of 10 µM SAHA response; activation, % at 6 µM; actives 0.56% (n = 360,000); AID 540364;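 active = activation above the average of all compounds screened plus 3 SD, cutoff fixed separately per campaign, cut at about 7.5% in these data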;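 also: 0% = DMSO wells and 100% = 10 µM SAHA wells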
# GC-A act – GC-A (human) enzyme activation. activation, % at 10 µM. actives 0.14% (n = 370,000). HEK293 GC-A cells, cGMP TR-FRET, EC30 ANP; 0% at EC30 ANP, 100% saturating ANP. P16066; in the data active = activation above about 40%
# Target sequence (P16066 whole entry, looked up): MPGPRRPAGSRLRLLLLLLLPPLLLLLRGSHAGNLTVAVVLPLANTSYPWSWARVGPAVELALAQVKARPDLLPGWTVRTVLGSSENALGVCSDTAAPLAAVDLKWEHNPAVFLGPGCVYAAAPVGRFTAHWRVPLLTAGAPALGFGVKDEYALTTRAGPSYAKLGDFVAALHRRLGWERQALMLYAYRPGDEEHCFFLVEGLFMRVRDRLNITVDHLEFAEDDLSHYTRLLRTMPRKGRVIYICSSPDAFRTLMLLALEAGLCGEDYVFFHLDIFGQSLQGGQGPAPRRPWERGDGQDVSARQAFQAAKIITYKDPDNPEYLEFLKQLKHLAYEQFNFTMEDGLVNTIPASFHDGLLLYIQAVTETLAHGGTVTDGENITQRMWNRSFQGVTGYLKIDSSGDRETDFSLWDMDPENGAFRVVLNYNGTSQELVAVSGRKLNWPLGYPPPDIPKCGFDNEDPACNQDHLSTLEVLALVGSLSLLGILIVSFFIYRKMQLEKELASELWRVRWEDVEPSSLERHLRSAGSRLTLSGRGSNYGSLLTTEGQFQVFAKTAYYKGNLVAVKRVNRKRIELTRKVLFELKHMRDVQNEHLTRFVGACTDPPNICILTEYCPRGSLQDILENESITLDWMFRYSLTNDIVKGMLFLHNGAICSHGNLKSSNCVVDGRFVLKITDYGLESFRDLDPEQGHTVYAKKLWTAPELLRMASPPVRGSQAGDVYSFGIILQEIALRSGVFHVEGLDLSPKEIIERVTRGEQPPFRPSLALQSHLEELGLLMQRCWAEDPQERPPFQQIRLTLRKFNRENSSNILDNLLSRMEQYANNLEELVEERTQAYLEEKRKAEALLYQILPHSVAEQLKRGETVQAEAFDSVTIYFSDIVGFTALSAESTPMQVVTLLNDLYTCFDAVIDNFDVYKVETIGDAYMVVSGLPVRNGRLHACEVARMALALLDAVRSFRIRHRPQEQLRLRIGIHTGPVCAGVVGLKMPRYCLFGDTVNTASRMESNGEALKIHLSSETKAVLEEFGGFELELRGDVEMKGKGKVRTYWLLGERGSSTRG
# hcDAF12 agonist – activates DAF-12 receptor from parasite H. contortus; activation, % at 6.8 µM; HEK293 hcDAF-12 lit1-tk-luc reporter, luminescence; 0% DMSO, 100% Δ7-dafachronic acid; actives 1.4% (n = 370,000); AID 652067;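 active = activation above the mean of all tested compounds plus 3 SD, cut at about 5.5% in these data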;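 also: 100% = response to 3 µM Δ7-dafachronic acid high control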
# * = called active by the depositor; x = no result given. Outcome played no part in choosing rows. About 6.7% of those tested had a hit in this group.
SMILES,ssDAF-12 act,NPR2 activator,proKLK7 act,HGIII-sPLA2 inh,DAX1 inh-1,DAX1 inh-2,hgDAF12 agonist,SMARCA2 activ,FXN GAA850 act,GC-A act,hcDAF12 agonist
COc1ccc(C2CC(=O)Oc3cc(C)cc(C)c32)cc1 (stereo not given),-1.0,6,-0.2,8,1.1,0.8,-1.8,-5,-2.1,3,-1.3
Cn1cccc1CNC(=O)Nc1ccc(Cl)cc1,-0.5,-6,0.1,-12,1.4,-0.1,5.9,6,5.4,4,1.9
Brc1[nH]nc2ccccc12,-0.1,1,-0.3,6,0.4,2.0,4.3,-2,1.2,1,3.8
CCc1c(C(=O)NCc2ccccc2Cl)[nH]c(C)c1C(C)=O,-1.4,0,-1.0,5,-1.2,-3.1,0.3,-2,-0.1,3,-2.1
Fc1ccc(/C=N/Nc2cc(N3CCOCC3)ncn2)cc1,-2.1,0,-0.7,1,0.6,0.3,0.1,1,3.4,0,0.8
CC(C(=O)NCCc1ccccc1)N1c2cccc3cccc(c23)S1(=O)=O (stereo not given),-0.9,4,1.7,-5,-0.4,-0.1,-2.0,2,1.5,-2,1.6
COc1cc(-c2noc(C)c2C#Cc2ccc(N)cc2)cc(OC)c1OC,-1.0,-29,-0.3,0,0.5,-0.9,-3.1,-1,-0.6,-11,-0.4
CCCn1c(O)c(C=Nc2ccccc2)sc1=S,-0.7,5,1.1,-7,-0.3,2.9,5.2,2,4.5,6,0.2
Cc1ccccc1OCC(=O)Nc1ccc2oc(=O)ccc2c1,-0.6,-3,1.6,-1,-1.8,-0.9,2.4,2,3.6,0,1.4
CC[n+]1c(S(=O)(=O)[O-])ccc2ccc(C)cc21,-0.9,2,0.6,8,-0.1,2.9,0.9,-2,-0.5,4,0.3
COCCCNC(=O)c1ccccc1NS(C)(=O)=O,-0.4,3,-4.7,3,-0.2,-0.8,0.8,2,-0.3,2,-0.2
O=C(Nc1cccc(C(F)(F)F)c1)c1ccc(N2CCNCC2)c([N+](=O)[O-])c1,-1.6,-5,0.6,-1,-1.0,x,-0.5,-1,3.2,-6,-1.7
CC1CCN(C(=O)c2ccc(NC3=C(Cl)C(=O)N(Cc4ccccc4)C3=O)cc2)CC1,-1.4,2,0.5,1,-0.9,-1.4,2.4,2,0.6,1,0.2
CC(C)[C@H]1CN=C2N(CCNC(=O)CCC3CCCCC3)[C@H](Cc3ccc(O)cc3)CN21,-1.1,4,0.0,-7,-0.5,0.7,1.1,-2,0.5,5,0.1
COc1ccc(-c2cc3c(=O)n(CC(=O)Nc4ccc(C(C)=O)cc4)ncn3n2)cc1,-1.0,-4,-0.1,-3,0.9,-0.7,-2.3,-1,-0.6,3,2.6
O=C(CCc1ccccc1)N[C@H]1[C@H](OC(=O)c2cnccn2)CCC[C@@]12C(=O)N(Cc1ccccc1)c1ccccc12,-0.5,-7,1.1,-10,-0.3,x,-0.3,-4,x,0,-2.9
O=C(COC(=O)c1ccc2c(c1Cl)C(=O)c1ccccc1C2=O)NC1CC1,-0.9,-1,0.3,3,-0.5,-1.1,2.0,2,1.8,10,-1.2
COc1ccc(NC(=O)C2CCN(S(=O)(=O)c3ccc(Br)s3)CC2)cc1OC,-1.6,1,0.3,-4,0.2,2.2,-0.5,-2,1.5,-2,-2.3
CC1CCC2(CC1)NC(=O)N(NC(=O)c1cc3ccccc3o1)C2=O (stereo not given),-1.0,4,0.9,1,0.3,0.0,3.8,-1,-0.1,2,-0.2
COc1ccc(C(=O)CSc2nnc(COc3ccc(C#N)cc3)n2-c2ccccc2)cc1,-0.7,-7,-0.2,-1,0.4,-0.2,0.0,-1,-1.1,-4,-1.6

# Reprinted at random: 2 records from the list.
SMILES,ssDAF-12 act,NPR2 activator,proKLK7 act,HGIII-sPLA2 inh,DAX1 inh-1,DAX1 inh-2,hgDAF12 agonist,SMARCA2 activ,FXN GAA850 act,GC-A act,hcDAF12 agonist
O=C(Nc1cccc(C(F)(F)F)c1)c1ccc(N2CCNCC2)c([N+](=O)[O-])c1,-1.6,-5,0.6,-1,-1.0,x,-0.5,-1,3.2,-6,-1.7
CC(C)[C@H]1CN=C2N(CCNC(=O)CCC3CCCCC3)[C@H](Cc3ccc(O)cc3)CN21,-1.1,4,0.0,-7,-0.5,0.7,1.1,-2,0.5,5,0.1

# Later entries.
SMILES,ssDAF-12 act,NPR2 activator,proKLK7 act,HGIII-sPLA2 inh,DAX1 inh-1,DAX1 inh-2,hgDAF12 agonist,SMARCA2 activ,FXN GAA850 act,GC-A act,hcDAF12 agonist
CCOC(=O)c1c(C)[nH]c(C)c1C(=O)CSc1nc2ccccc2n1CCC#N,-1.7,0,-0.4,1,0.2,-0.4,-5.8,-3,-1.3,0,-0.2
O=C(NCc1ccc(N2CCCC2=O)cc1)c1cnccn1,-0.7,-4,-0.9,1,-0.6,-0.5,2.8,-4,-0.3,3,-1.5
CSc1nc(Oc2ccc3ccccc3c2)c2sccc2n1,-1.0,4,-0.1,6,-2.2,-0.6,-1.1,-1,-4.9,-4,-1.0
c1ccc(Cn2c(NCc3ccccn3)nc3ccccc32)cc1,-1.9,-7,0.5,1,-0.4,-0.6,1.7,5,0.3,-10,0.6
Cc1cccc(N2CCN(C(=O)c3cc4c(=O)n(C)c5ccccc5c4n3C)CC2)c1C,1.9*,4,-0.3,4,1.0,-0.8,-1.6,-1,-0.1,-1,-2.5
Cc1cc(=O)oc2c(CN3CCCCC3)c(O)c(Cl)cc12,-0.5,-7,61*,6,0.0,0.7,0.1,-4,2.0,1,-1.8
O=C(COC(=O)CCC(=O)c1ccc(Cl)cc1)NCCc1ccccc1,-0.9,-2,0.8,-10,-0.9,1.3,2.7,-2,0.6,1,-0.6
O=C(c1cc(Cl)cc(Cl)c1)N1CC[C@H]2[C@H](CCCN2Cc2cc(F)cc(F)c2)C1,-1.8,0,0.1,3,0.7,x,-1.8,-2,x,-4,-0.5
COc1ccc(CNC(=O)C/C(C)=N/NC(=O)c2cnccn2)cc1,-0.8,-1,0.0,-4,0.7,3.2,2.8,3,4.4,2,0.7
NNC(=O)c1cc(Cl)ccc1Cl,-1.3,2,-0.1,-4,-0.7,-1.0,1.7,0,-4.8,1,0.2
CC(=O)Nc1ccc(NC(=O)CSc2ccc(-c3ccc(-n4ccnc4)cc3)nn2)cc1,-0.8,-2,-0.2,2,-2.5,0.0,0.4,0,-0.7,2,0.1
O=C(NCC(c1ccco1)N1CCCCC1)c1cccs1 (stereo not given),-0.8,0,0.1,-5,1.0,0.4,-0.5,-6,0.0,2,2.9
O=C(CSc1cccc[n+]1[O-])c1ccccc1Br,-1.1,-5,-0.7,-9,1.5,-0.1,1.8,3,1.4,0,-0.7
CC(=O)c1ccn(S(=O)(=O)c2ccc(Cl)cc2)c1,-1.2,4,0.4,-9,0.4,1.8,2.0,-2,-0.6,0,-1.3
Cc1cc([N+](=O)[O-])c2ccccc2c1NS(=O)(=O)c1ccccc1,-0.2,0,0.2,-26,-0.6,-1.0,3.6,-4,1.0,-1,0.3
Cc1nn(-c2ccccc2)c(C)c1/C=N/NC(=O)c1cc(-c2ccc(Cl)s2)[nH]n1,-1.9,-13,-0.1,-8,-0.6,0.7,3.3,-3,-4.6,-8,1.4
CCCCCOc1ccc(/C=C/C(=O)NCCc2nc3ccccc3[nH]2)cc1OC,-2.6,-11,-2.4,-14,-0.7,-1.9,-4.0,-3,-0.4,-4,-4.0
O=C(/C=C\c1ccco1)Nc1nc(-c2ccc3ccccc3c2)cs1,-1.9,7,-24,-3,-1.1,-2.0,0.8,-7,1.6,-3,-3.9
CCn1c(-c2cccc(Cl)c2)n[nH]c1=S,-0.7,1,-0.3,11,-0.5,-1.7,2.3,1,1.2,-9,-1.0
Cc1cccc(N(Cc2cc(=O)[nH]c3ccccc23)C(=O)C(C)C)c1,-0.8,-9,-0.4,6,0.5,0.7,-2.5,-5,-1.5,-12,-0.1
CC(=O)Oc1ccc2c(c1)c(C(C)=O)c(C)n2C,-1.7,5,-0.1,3,-0.6,-0.2,0.5,-2,3.3,3,1.1
N#CCC(CNc1ncc(C(F)(F)F)cc1Cl)OC(=O)c1ccc(Cl)cc1 (stereo not given),-1.2,-4,0.7,0,-0.5,0.4,1.1,-2,-0.7,-7,-1.7
Cc1cccc(C(=O)OCC(=O)NN2C(=O)NC3(CCCCC3)C2=O)c1,-1.9,1,-0.5,-6,0.7,-0.6,-4.5,-4,-0.6,0,2.7
CNC(=O)C1Cc2c(-c3cccc(F)c3)ccnc2O1 (stereo not given),-0.7,6,-0.4,9,-1.0,x,2.5,-7,0.8,2,0.4
Cc1ccc(OCC(O)CN2C(=O)NC(C)(C)C2=O)cc1 (stereo not given),-1.0,2,0.2,3,0.5,1.1,0.9,1,-1.2,-2,-0.1
COc1ccc(Br)c(C(=O)OCc2cc(=O)oc3cc(C)ccc23)c1,-1.0,-5,-0.3,3,0.4,-1.3,2.5,-1,0.9,-7,-1.1
CC(=O)OCC1=C(C(=O)O)N2C(=O)C(NC(=O)c3ccc(COc4c(C)cccc4Cl)o3)C2SC1 (stereo not given),-1.2,-4,-0.3,2,0.5,-0.1,-1.5,-2,0.4,-1,-1.1
COc1ccc(-c2c3c(=O)n(C)c(=O)n(C)c3cn2Cc2ccccn2)cc1,-1.0,-1,-0.8,-4,0.8,-0.2,2.4,0,-0.7,-1,-1.4
O=C1CCC[C@@H]2[C@@H](Cc3ccccc3)[C@H](N3CCN(c4ccccc4)CC3)C[C@@H]3CCN1[C@@H]32,-1.9,-6,-0.3,1,0.1,-1.0,0.0,-2,-2.5,0,-0.8
CC(NC(=O)COC(=O)c1ccccc1O)c1ccccc1 (stereo not given),-0.7,1,3.1,3,-0.9,0.6,-0.4,-3,0.8,-3,0.1
CC1(NC(=O)Cc2csc(-c3ccc(Cl)cc3)n2)CCS(=O)(=O)C1 (stereo not given),-0.8,-2,-0.4,3,1.0,1.0,-1.9,-4,1.8,0,-0.1
CCC(=O)Nc1ccc2oc(-c3ccccc3Br)nc2c1,-0.3,-10,-0.6,-5,3.1,3.9,11*,1,0.7,18,1.8
CC(=O)c1ccc(S(=O)(=O)Nc2ccc3c(c2)OCO3)cc1,-0.8,-1,-0.4,6,0.0,0.0,-2.9,-5,1.1,1,0.3
CC(=O)c1c(C(C)=O)c(C)n(-c2ccc(C(=O)O)cc2)c1C,-0.8,-5,0.1,-1,-0.2,0.1,0.9,1,0.2,0,-1.8
COCCCn1c(=O)/c(=C\c2ccccc2OC(F)F)s/c1=C(/C#N)C(=O)NCCOC,-1.2,-1,-0.9,4,0.1,4.0,-1.2,5,0.1,8,-2.1
COc1ccc(C(=O)N/N=C/c2ccccn2)cc1,-0.5,2,-1.3,2,4.5*,0.2,13*,-1,2.7,1,1.4
CCCCNC(=O)NCCN1CCOCC1,-0.8,3,-0.3,6,-0.3,-1.0,1.1,0,0.2,0,0.5
COC(=O)[C@@]1(Cc2ccc(OC)cc2)[C@@H]2C(=CC(=O)[C@H]2CC(=O)C(=O)N(C)C)CN1C(=O)c1ccccc1,-2.0,3,0.4,-11,-1.1,x,-0.4,1,x,1,-2.9
